FBW7 act: activators of human E3 ligase FBW7; AlphaScreen FBW7–phospho-cyclin E peptide binding, activator screen; 0.13% of 650,000 active; Q969H0; AID 1259310; normalized activity (activation), % at 26.1 µM; in the data active means normalized activity above about 1.9%;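 further: purified mutant Fbw7 with reduced substrate affinity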
MITF inh: human MITF inhibition, primary screen. O75030. AlphaScreen MITF homodimerization, bead proximity signal. inhibition, % at 2.6 µM. 0.91% of 650,000 active. AID 1259374; in the data active means inhibition above about 50%;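 further: 0% = vehicle wells with protein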
Target sequence (O75030 whole entry, looked up): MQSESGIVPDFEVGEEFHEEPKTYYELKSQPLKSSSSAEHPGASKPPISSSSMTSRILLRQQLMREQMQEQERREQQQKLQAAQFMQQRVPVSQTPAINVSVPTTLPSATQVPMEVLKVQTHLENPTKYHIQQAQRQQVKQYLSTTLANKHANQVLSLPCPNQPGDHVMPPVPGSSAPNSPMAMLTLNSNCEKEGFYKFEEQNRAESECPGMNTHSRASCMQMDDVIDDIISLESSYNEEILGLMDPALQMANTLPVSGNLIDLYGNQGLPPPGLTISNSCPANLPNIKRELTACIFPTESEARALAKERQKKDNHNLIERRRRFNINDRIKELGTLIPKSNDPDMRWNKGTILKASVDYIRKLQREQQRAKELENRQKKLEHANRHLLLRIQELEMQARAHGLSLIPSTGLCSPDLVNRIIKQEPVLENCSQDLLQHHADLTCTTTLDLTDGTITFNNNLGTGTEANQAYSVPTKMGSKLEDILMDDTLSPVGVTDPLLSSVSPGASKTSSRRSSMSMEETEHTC
GPR151 activ: human GPR151 activation | Q8TDV0 | PathHunter beta-arrestin GPR151 cells, luminescence | activation, % at 11.2 µM | 1% of 650,000 active | AID 1508602; in the data active means activation above about 4.9%;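 further: 0% = median of compound wells and 100% = cells with positive control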
Target sequence (Q8TDV0 whole entry, looked up): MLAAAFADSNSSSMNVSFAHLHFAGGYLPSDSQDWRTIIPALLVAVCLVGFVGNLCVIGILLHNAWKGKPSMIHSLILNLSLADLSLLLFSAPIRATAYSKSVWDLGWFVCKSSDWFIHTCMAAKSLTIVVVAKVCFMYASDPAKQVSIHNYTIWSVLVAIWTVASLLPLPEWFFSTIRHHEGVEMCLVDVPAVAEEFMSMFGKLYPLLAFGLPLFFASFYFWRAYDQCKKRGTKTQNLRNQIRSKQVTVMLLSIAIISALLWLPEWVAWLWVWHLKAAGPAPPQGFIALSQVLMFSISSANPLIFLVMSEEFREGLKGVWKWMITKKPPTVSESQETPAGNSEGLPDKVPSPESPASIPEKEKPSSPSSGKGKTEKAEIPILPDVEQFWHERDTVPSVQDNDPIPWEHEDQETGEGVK
TEAD-YAP inh: TEAD-YAP interaction inhibition; HEK-TIYL cells, TEAD-Gal4/YAP UAS-luciferase luminescence; inhibition, % at 9.12 µM; 1.4% of 640,000 active; in the data active means inhibition above about 32%;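 further: 0% = median of test compound wells and 100% = reference inhibitor wells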
* marks the source's active call; other numbers are inactive results.

Start of the listing, in advance (3 entries):
SMILES | FBW7 act | MITF inh | GPR151 activ | TEAD-YAP inh
Cn1ncc2c(Nc3ccccc3Cl)ncnc21 | -0.1 | 2 | -1.5 | 6
COc1ccc(C2Nc3ccc(C(=O)c4ccccc4)cc3NC3=C2C(=O)CC(C)(C)C3)c(OC)c1 (stereo not given) | -0.3 | 4 | 0.4 | -4
COc1cc(CN2CCC(C(=O)NCc3ccc(C)cc3)CC2)ccc1O | 0.1 | 28 | 0.3 | 3

The listing, previewed entries included:
SMILES | FBW7 act | MITF inh | GPR151 activ | TEAD-YAP inh
Cn1ncc2c(Nc3ccccc3Cl)ncnc21 | -0.1 | 2 | -1.5 | 6
COc1ccc(C2Nc3ccc(C(=O)c4ccccc4)cc3NC3=C2C(=O)CC(C)(C)C3)c(OC)c1 (stereo not given) | -0.3 | 4 | 0.4 | -4
COc1cc(CN2CCC(C(=O)NCc3ccc(C)cc3)CC2)ccc1O | 0.1 | 28 | 0.3 | 3
COc1ccc(-c2noc(CN(C)Cc3ccc(C)o3)n2)cc1 | 0.1 | 22 | 0.6 | -31
COc1ccc(-n2nc(C(=O)NCC(=O)NCC3COc4ccccc4O3)c3ccccc3c2=O)cc1 (stereo not given) | -0.2 | 3 | 0.6 | 21
O=C(O)CCCNS(=O)(=O)c1ccc(F)cc1 | 0.3 | -8 | -0.4 | -3
COc1cc(NC(=O)c2cnc(Nc3ccncc3)s2)cc(OC)c1OC | 0.0 | 16 | -2.0 | 6
CC(CN1CCOCC1)(NS(=O)(=O)c1ccccc1)c1ccccc1 (stereo not given) | -0.2 | -5 | 0.6 | -4
CCCNC(=O)Cn1cnc2sc(C(=O)Nc3ccccc3F)c(C)c2c1=O | -0.1 | 2 | -0.4 | 9
Cc1cccc(NC(=O)Nc2cnn(-c3cccc(C(=O)NCCN4CCOCC4)c3)c2)c1 | 0.2 | 2 | 1.5 | 3
CCCc1ccc(OC(=O)c2cccc(C(=O)Oc3ccc(CCC)cc3)n2)cc1 | 0.1 | 11 | 0.9 | 8
Cc1c(NC(=O)c2c(Cl)c(Cl)c(Cl)c(Cl)c2C(=O)O)c(=O)n(-c2ccccc2)n1C | 0.5 | 9 | -0.2 | 3
Cc1ccc(CN[C@H]2C[C@H]3C(=O)N4CCC[C@@H]4C(=O)N3C2)cc1C | 0.0 | 6 | -0.8 | -10
CN1C(=O)C(O)(CC(=O)c2ccco2)c2ccccc21 (stereo not given) | -0.3 | -9 | -0.3 | -8
COc1ccc(-c2c(C#N)c(N)nc3sc(C(=O)c4ccc(Cl)cc4)c(N)c23)cc1OC | 0.0 | 9 | -0.8 | 8
CCOC(=O)C1CCCCN1C(=O)CC1(c2ccccc2Cl)CC(=O)N(C)C1=O (stereo not given) | 0.1 | 13 | -0.2 | -53
COCCOC(=O)C1=C(C)NC(=O)NC1c1cn(-c2ccccc2)nc1-c1ccc(Cl)cc1 (stereo not given) | 0.1 | 7 | 2.4 | 5
Cc1cc(-n2c(=S)sc3c(=O)[nH]c(SCC(=O)NCc4ccccc4)nc32)ccc1Cl | 0.2 | -9 | 0.7 | 9
Cn1cccc1P(=Nc1ccccc1)(N1CCOCC1)N1CCOCC1 | 0.0 | -3 | 0.9 | -6
CSc1nnc2c(n1)OC(c1ccco1)Nc1ccc(Br)cc1-2 (stereo not given) | 0.0 | 18 | 0.1 | -1
CC(=O)Cc1nsc(NC(=O)c2ccc(-c3ccccc3C(F)(F)F)o2)n1 | 0.9 | 7 | 0.4 | 3
COc1ccccc1CNC(=O)Cn1cnc2scc(-c3ccccc3)c2c1=O | -0.1 | -11 | -0.3 | 16
CCCCN(C)S(=O)(=O)c1ccc(C(=O)N(CCCN(C)C)c2nc3ccccc3s2)cc1 | 0.0 | 6 | 0.4 | 3
COc1cccc(/C=C2/SC(=Nc3ccc(C)cc3)NC2=O)c1 | 0.1 | 14 | 4.3 | 8
CC(=O)N1CCN(Cc2ccc3c(c2)CN(Cc2c(C)nn(C)c2Cl)CCO3)CC1 | 0.2 | 8 | -0.2 | 12

Other records.
SMILES | FBW7 act | MITF inh | GPR151 activ | TEAD-YAP inh
O=C(COc1ccc(F)cc1Br)NCCCN1CCCC1=O | -0.1 | 2 | 1.9 | -10
CN(C)c1ccc(C(=O)Nc2sc3c(c2C(N)=O)CCN(Cc2ccccc2)C3)cc1 | -0.1 | -10 | -2.2 | 5
COc1cc2nc(NCCN3CCOCC3)nc(Nc3ccc4c(c3)OCO4)c2cc1OC | -0.2 | 6 | 2.1 | 3
CCOc1nn(CC)cc1C(=O)N1CCN(C(=O)c2ccco2)CC1 | 0.0 | 11 | -1.4 | -5
O=C(CCc1csc2nc(-c3ccc(Cl)cc3)cn12)N1CCCC1 | 0.1 | -9 | -0.2 | -41
O=C(NCc1nc(-c2ccccc2)no1)c1ccc2c(c1)ncn2-c1ccccc1 | -0.2 | 3 | -0.8 | -2
Cc1cccc(N2C(=O)C(Cl)=C(Nc3ccccc3O)C2=O)c1C | -0.1 | 20 | 1.1 | -6
Cn1c(=O)cc(NCCc2ccccc2)n(Cc2ccc(F)cc2F)c1=O | 0.3 | 9 | 0.5 | 7
N#CCS(=O)(=O)Cc1ccc(C(=O)O)cc1 | -0.2 | -3 | -0.1 | 9
C/C(CC(=O)Nc1ccc2c(c1)OCCO2)=N\NC(=O)C(=O)NCCO | -0.1 | 1 | -0.5 | 11
CSc1ncc(-c2cnc3ccccc3n2)c(-c2ccncc2)n1 | -0.1 | -4 | 3.5 | -7
Cc1ccc(NC(=O)CN2C(=O)S/C(=C\c3ccccc3O)C2=O)cc1 | 0.1 | 3 | 1.5 | -8
COc1ccc(C)cc1NC(=O)C1CC1 | 0.0 | -3 | 0.9 | 6
COc1cc(C=O)cc(I)c1OCc1ccccc1F | 0.0 | -11 | 0.5 | 3
CCCOc1ccc(/C(O)=C2/C(=O)C(=O)N(CCCN3CCOCC3)C2c2ccc(C(C)C)cc2)cc1C (stereo not given) | 0.0 | 18 | -0.3 | 4
Cn1c(SCC(=O)Nc2ccc3c(c2)OCO3)nnc1-c1ccccc1F | 0.1 | 14 | 0.4 | -7
COCCCNc1c(-c2ccc3c(c2)OCC(=O)N3)c(=O)c1=O | 0.3 | 11 | -0.5 | -16
O=[N+]([O-])c1cccc(N/N=C/c2ccc([N+](=O)[O-])s2)c1 | 0.3 | 0 | -1.1 | 39*
Cc1ccc(C(=O)NNC(=O)C(C)(C)C)cc1Br | 0.2 | 9 | -0.5 | -1
O=C(Nc1nc(C(=O)NC2CCCC2)cs1)c1ccccc1 | -0.1 | 3 | -0.2 | -23
Cc1nc(-c2ccccc2)sc1C(=O)Nc1ccc(-c2ccc(N3CCOCC3)nn2)cc1 | 0.1 | 9 | 0.9 | 4
O=C(CCC1CCCC1)N1CCN(Cc2ccc([N+](=O)[O-])cc2)CC1 | -0.2 | 26 | -1.2 | 6
CSCCCN1CCC(C2(Cc3cccc(F)c3)NC(=O)N(CC(C)C)C2=O)CC1 (stereo not given) | 0.2 | 3 | 0.2 | 5
Cc1cc(-n2cc(F)c(=O)[nH]c2=O)nc(-c2ccccc2)n1 | 0.1 | -16 | -0.5 | -2
CC(OS(=O)(=O)c1ccc(Cl)cc1)C(F)(F)[N+](=O)[O-] (stereo not given) | 0.6 | -5 | 0.2 | 11

Continuation.
SMILES | FBW7 act | MITF inh | GPR151 activ | TEAD-YAP inh
CCOc1cc(C(NC(=O)CC(C)C)NC(=O)CC(C)C)ccc1OC | 0.3 | 12 | -1.3 | 10
O=C1OC(C2CCCCC2)=N/C1=C\c1ccc(F)cc1 | 0.0 | -10 | -1.9 | 3
CCOC(=O)N1CCN(C(=O)CN2CCN(CC)CC2)CC1 | 0.1 | 71* | -1.2 | 0
CC(C(=O)Nc1cccnc1)N(c1ccccc1)S(C)(=O)=O (stereo not given) | 0.0 | 14 | 1.1 | 0
COC(=O)c1sccc1NC(=S)Nc1ccc(OC)c(OC)c1 | -0.1 | -19 | 6.0* | -2
CCc1cc(Br)ccc1NC(=O)C1C2CC3OC(=O)C1C3C2 (stereo not given) | 0.1 | 13 | 0.4 | -8
Cc1c(Cl)cccc1NC(=S)NCCCN1CCOCC1 | 0.1 | 0 | -2.5 | -3
Cn1c(/C(C#N)=C/c2ccc([N+](=O)[O-])s2)nc2ccccc21 | 0.0 | 7 | -0.5 | 31
CCOC(=O)c1sc(NC(=O)COc2ccc(C)cc2Br)nc1C | -0.1 | 3 | 1.6 | 6
O=C(NCc1cccc(C(F)(F)F)c1)c1csc(-c2cccs2)n1 | 0.1 | 6 | -1.9 | 6
CC(C)COC(=O)NCCc1nc2ccccc2[nH]1 | -0.1 | -11 | -1.6 | 1
Cc1ccc(C2=NN(CC(=O)N3CCOCC3)C(=O)CC2)cc1 | 0.0 | 19 | -0.8 | -5
O=C(N/N=C\c1ccc[nH]1)c1cccc2c3c([nH]c12)CCCC3 | 0.9 | 9 | -0.3 | 10
Cc1c(NC(=O)C23CC4CC(CC(C)(C4)C2)C3)c(=O)n(-c2ccccc2)n1C | -0.2 | 3 | 0.6 | 1
O=C(CSc1nc(=O)n(CCN2CCOCC2)c2c1CCCC2)Nc1ccccc1F | 0.2 | 12 | -0.5 | 2
Cc1cccc(C(=O)NC(=S)Nc2ncccc2C)c1 | -0.2 | 11 | -0.6 | -19
CCN1CCN(C(=O)c2ccc(N3CC4CC(C3)c3cccc(=O)n3C4)c(NC(=O)c3cc(OC)ccc3Br)c2)CC1 (stereo not given) | -0.1 | 11 | 1.0 | -3
CCN(CC)C(=O)CSc1nc(-c2cccc(C)c2)nc2c1c(=O)n(C)c(=O)n2C | 0.3 | 9 | 2.2 | 2
CCCCNC(=S)NC(=O)c1cccs1 | -0.1 | 1 | 0.1 | -1
Cc1onc(-c2ccccc2Cl)c1C(=O)NCCC(C)C | 0.2 | -16 | 0.4 | -3
CC(C)CC(C(=O)N1CCCc2ccccc21)N1C(=O)c2ccccc2C1=O (stereo not given) | 0.1 | -5 | 1.3 | 13
COc1cc(/C=C2\C=C(c3ccccc3)OC2=O)ccc1OC(C)=O | -0.1 | 6 | 0.1 | -12
COc1ccc(CCNc2ncnc3nc(-c4csc5ccccc45)[nH]c23)cc1 | 0.1 | 8 | -1.2 | 7
O=c1[nH]nc(N=Nc2c(O)[nH]c3ccc(F)cc23)c(=O)[nH]1 | 0.0 | -6 | -1.4 | -2
NC(=O)c1ccc(-c2cncc(C(=O)Nc3ccc(N4CCOCC4)cc3)c2)cc1 | 0.0 | 5 | 0.8 | 5

Given as tab-separated lines: part of the list above
compound	FBW7 act	MITF inh	GPR151 activ	TEAD-YAP inh
Cc1c(NC(=O)C23CC4CC(CC(C)(C4)C2)C3)c(=O)n(-c2ccccc2)n1C	-0.2	3	0.6	1
O=C(CSc1nc(=O)n(CCN2CCOCC2)c2c1CCCC2)Nc1ccccc1F	0.2	12	-0.5	2
Cc1cccc(C(=O)NC(=S)Nc2ncccc2C)c1	-0.2	11	-0.6	-19
CCN1CCN(C(=O)c2ccc(N3CC4CC(C3)c3cccc(=O)n3C4)c(NC(=O)c3cc(OC)ccc3Br)c2)CC1 (stereo not given)	-0.1	11	1.0	-3
CCN(CC)C(=O)CSc1nc(-c2cccc(C)c2)nc2c1c(=O)n(C)c(=O)n2C	0.3	9	2.2	2

More structures
SMILES | FBW7 act | MITF inh | GPR151 activ | TEAD-YAP inh
Cc1noc(C)c1CN1C(=O)NC2(CCCCCCC2)C1=O | 0.1 | 12 | 0.2 | 2
CCNC(=O)CCSc1nc2cc(Cl)ccc2o1 | 0.0 | -4 | 2.5 | -12
O=C(Nc1ccc(Sc2nc3ccccc3s2)c(Cl)c1)c1ccc(Cl)cc1 | 0.0 | 13 | 1.1 | -2
Cc1ccc2nc(N3CCC(NCc4ccsc4)CC3)nc(C)c2c1 | 0.0 | -9 | 2.4 | 1
CCOC(=O)C1CCN(C(=O)Cn2cc(C(=O)C3CC3)c3ccccc32)CC1 | 0.2 | 6 | 1.3 | 3
C=CCn1c(NCc2ccccc2)nc2ccccc21 | 1.6 | 14 | 0.2 | -29
Fc1ccccc1C1=CN2CCN=C2S1 | 0.2 | 13 | -0.8 | -4
COc1ccc(-c2cc(-c3ccccc3)nc3sc(C#N)c(N)c23)cc1 | 1.4 | 14 | -0.9 | 0
N#C/C(=C\c1[nH]c2ccccc2c1O)C(N)=NC1CCCCC1 | 0.2 | 11 | -1.1 | 11
Cc1ccc(NC(=O)c2sc3ncn(CC(=O)Nc4ccc(C(C)C)cc4)c(=O)c3c2C)c(Br)c1 | 0.1 | -4 | 1.2 | -11
CCc1n[nH]c(=S)n1/N=C/c1ccc(C)cc1 | -0.1 | -17 | -0.8 | 6
CCOC(=O)C1=C(C)NC2=C(C(=O)CC(c3ccc(OC)c(OC)c3)C2)C1c1ccccc1C (stereo not given) | 0.8 | 14 | 0.7 | 13
CN1CCN(c2cnn(-c3ccccc3)c(=O)c2Cl)CC1 | 0.2 | 11 | 0.7 | -26

Screening results as filed in PubChem.
